Screens deposited in PubChem by several laboratories.
SKN-1 block = suppressors of acrylamide-induced Pgst-4::GFP reporter in worms, primary screen, SKN-1 inhibitor project, whole organism, uHTS, GFP/RFP fluorescence ratio, strain VP596. inhibition, % at 21.8 µM. C. elegans VP596 Pgst-4::GFP/RFP ratio, 24 h. actives 0.49% (n = 360,000). AID 624304, 2012;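 active = interference check ratio from 0.5 to 1.5 plus GFP to RFP signal ratio inhibition reaching or exceeding a fixed threshold, cut at about 30% in these data, passing the limit was not always enough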; also: some compounds called inactive have numbers as strong as hits
CendR NRP1 mod = modulators of CendR peptide binding to NRP-1, primary screen, biochemical, fluorescence polarization, uHTS. AID 602438, 2012. inhibition, % at 25 µM. FAM-RPARPAR peptide binding to NRP-1. actives 0.85% (n = 360,000);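 active = inhibition or corrected inhibition above about 18%, plus a signal ratio from 0.5 to 1.5, limit read from the data, passing the limit was not always enough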; also: strong numbers were not always called active
Rin1 Abl inh = inhibitors of Rin1-Abl protein binding, primary screen, biochemical, TR-FRET; inhibition, % at 7.35 µM; Tyrosine-protein kinase ABL1 (Homo sapiens) + Ras and Rab interactor 1 (Homo sapiens), …; actives 0.4% (n = 360,000); AID 588664, 2011; in the data active = inhibition above about 5%, passing the limit was not always enough
FAS-TE inh = FAS thioesterase domain inhibitors, primary screen, biochemical, fluorescence intensity, uHTS. Fatty acid synthase (Homo sapiens), P49327. inhibition, % at 15 µM. recombinant FAS-TE, OMFH fluorogenic substrate, fluorescence endpoint. actives 0.67% (n = 360,000). AID 602261, 2012;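 active = compounds whose normalised, plate-corrected inhibition of enzyme fluorescence in the single-dose primary screen is 50% or more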;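 also: 0% = DMSO with enzyme and 100% = substrate without enzyme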
eLon inh = inhibitors of E. coli Lon protease, primary screen, biochemical, fluorescence polarization. P0A9M0. purified E. coli Lon protease. inhibition, % at 7.94 µM. actives 0.42% (n = 360,000); in the data active = inhibition above about 13%, passing the limit was not always enough;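 also: 0% = enzyme with probe and DMSO and 100% = no enzyme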
bovine MsrA act = bovine MsrA enzyme activators, primary screen, biochemical, absorbance, HTS | actives 0.3% (n = 360,000) | purified bovine MsrA, absorbance read-out | activation, % at 10.6 µM | Methionine sulfoxide reductase A (Bos taurus); in the data active = activation above about 7.5%;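 also: 0% = vehicle and 100% = reference activator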
MT1-MMP act inh = blockers of MT1-MMP proenzyme processing, primary screen, HT1080 RFP-PRO-GFP cells, GFP/RFP fluorescence | Matrix metalloproteinase-14 (Homo sapiens), P50281 | GFP/RFP ratio fluorescence, overnight; percent of plate control window, DMSO zero | GFP/RFP ratio change, % at 20 µM | actives 0.061% (n = 360,000) | AID 651647, 2012;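 active = GFP/RFP ratio change of at least 30% with cell ATP level not reduced by more than half and red fluorescence within 50% of control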; also: strong numbers were not always called active
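Assay system: HT1080 RFP-PRO-GFP cells. Benchmarks: DMSO vehicle wells and RFP-L50D-GFP reporter cell wells. Times: overnight cell settling, then overnight compound exposure, 37 °C, 5% CO2. Compound: 20 µM single dose, 1% DMSO. Read-out basis: GFP/RFP fluorescence ratio.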
Neddyl block = inhibitors of cullin neddylation, primary screen, biochemical, TR-FRET, uHTS, NAE and Ubc12 | calls only at 25 µM | actives 0.58% (n = 360,000) | NEDD8-conjugating enzyme Ubc12 (Homo sapiens) + NEDD8-activating enzyme E1 regulatory …; in the data active = inhibition above about 36%
MLLE-PAM2 inh = inhibitors of PABP1 MLLE–PAM2 peptide binding, primary screen, biochemical, fluorescence polarization, FITC-PAM2, GST-MLLE. inhibition, % at 20 µM. actives 0.36% (n = 360,000); in the data active = inhibition above about 35%, passing the limit was not always enough;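 also: plate controls were DMSO wells with GST-MLLE for no effect and wells lacking GST-MLLE protein for full effect; some results filed as inactive read as strong as hits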
Target sequence (P11940 whole entry, looked up): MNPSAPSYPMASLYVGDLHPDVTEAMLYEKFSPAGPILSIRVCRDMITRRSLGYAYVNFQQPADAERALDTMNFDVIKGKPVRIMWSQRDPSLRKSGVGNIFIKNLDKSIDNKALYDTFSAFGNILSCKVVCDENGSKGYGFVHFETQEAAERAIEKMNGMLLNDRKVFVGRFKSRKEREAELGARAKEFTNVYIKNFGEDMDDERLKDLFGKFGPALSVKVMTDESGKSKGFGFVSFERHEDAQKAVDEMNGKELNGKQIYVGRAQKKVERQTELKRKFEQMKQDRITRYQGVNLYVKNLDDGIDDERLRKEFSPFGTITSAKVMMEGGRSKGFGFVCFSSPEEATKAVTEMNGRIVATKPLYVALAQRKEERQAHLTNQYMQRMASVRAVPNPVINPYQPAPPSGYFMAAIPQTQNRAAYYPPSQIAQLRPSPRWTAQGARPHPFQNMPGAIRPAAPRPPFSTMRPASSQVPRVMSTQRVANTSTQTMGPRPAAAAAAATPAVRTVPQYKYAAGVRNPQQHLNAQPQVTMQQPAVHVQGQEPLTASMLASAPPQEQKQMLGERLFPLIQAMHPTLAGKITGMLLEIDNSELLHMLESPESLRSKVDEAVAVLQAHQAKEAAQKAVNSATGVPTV
* = called active by the depositor; i = inactive; · = not tested or not shown.

SMILES	SKN-1 block	CendR NRP1 mod	Rin1 Abl inh	FAS-TE inh	eLon inh	bovine MsrA act	MT1-MMP act inh	Neddyl block	MLLE-PAM2 inh
CC(=O)c1sc(NC(=O)CSC(C)C(=O)Nc2cc(C)on2)nc1-c1ccccc1 (configuration not stated)	14.0	-0.7	-7.0	-3.4	7.9	-2.7	0.4	i	9.2
CC(=O)N1CCc2cc(S(=O)(=O)NC(CC(C)C)C(=O)N3CCn4c3nc3ccccc34)ccc21 (configuration not stated)	0.9	-4.8	-2.5	3.7	7.4	-3.0	3.7	i	-14.7
Cc1ccc(S(=O)(=O)N(C)C[C@@H]2OCc3cnnn3CCCC(=O)N([C@@H](C)CO)C[C@H]2C)cc1	-4.8	-4.9	1.0	-5.1	0.4	-10.8	2.2	i	13.4
Cn1nc2c3ccccc3n(Cc3ccc(F)cc3)c2nc1=S	-2.3	2.0	3.0	-2.5	4.0	-1.1	3.3	i	17.9
Cc1ccc(C(=O)O)cc1S(=O)(=O)NCC1CCCO1 (configuration not stated)	-11.8	12.2	0.2	-6.8	-7.2	-13.0	1.6	i	11.9
COc1ccc(OC(=O)c2ccc(Cl)cc2)c(C(C)=O)c1	-10.2	-3.0	4.7	-3.6	0.2	-7.7	-1.6	i	-12.3
CC(O)[C@H]1CN=C(N)N1CC1CCCCC1 (some centres not stated)	10.4	5.5	-0.7	-9.3	-11.6	-3.2	-0.2	i	-3.1
O=C(CC(c1ccccc1)C1CCCCC1=O)c1ccco1 (configuration not stated)	-7.7	8.5	0.9	-4.4	-3.1	-2.0	2.8	i	-0.2
O=C(O)CC12CC3CC(C1)CC(n1ncc(N4CCC5(CC4)OCCO5)c(Cl)c1=O)(C3)C2	10.2	14.9	-1.1	-4.4	-1.8	-3.6	-1.3	i	-0.6
CC(=O)Oc1cc2c(cc1Cl)C(c1cccs1)CC1(CC(C)(C)NC(=S)N1)O2 (configuration not stated)	5.3	-11.8	1.8	31.3	5.7	-1.7	-4.6	i	-141.5
O=C(OCCOCCN=C1NS(=O)(=O)c2ccccc21)C1CC(=O)N(c2ccccc2)C1 (configuration not stated)	-7.7	8.4	2.6	-11.3	-2.7	6.0	6.9	i	7.0
COc1ccc(C(=O)c2ccccc2)c(OCC(=O)NC2CC2)c1	0.6	-9.9	-0.3	-3.6	-6.0	-0.5	-2.3	i	-2.9
Cc1nc(SCC(=O)N(CC(C)C)C2CCS(=O)(=O)C2)c2c(C)c(C)sc2n1 (configuration not stated)	-0.9	13.5	0.9	-4.1	4.1	-1.4	-1.5	i	3.7
COC(=O)c1cccc(NC(=O)c2cnn(C)c2)c1	14.0	-8.4	-0.2	0.9	-7.3	-2.0	1.5	i	-7.0
Cc1nnc(SC(C)C)n(N)c1=O	3.2	-1.3	2.8	-3.2	1.1	0.3	-0.6	i	5.9
Cc1ccc(-c2nn(CCC(=O)O)cc2/C=C\C(=O)c2ccc(Br)cc2)cc1	10.3	-41.2	1.9	6.0	7.0	-3.3	-3.8	i	-10.9
COc1ccc(-c2csc(Cc3nc(O)cs3)n2)cc1	4.1	4.9	-1.0	-1.4	-6.1	-4.9	-7.3	i	-6.1
COc1ccc(/C=C/C(=O)OCC(=O)N2c3ccccc3CC2C)cc1OC (configuration not stated)	13.1	4.9	-4.6	-8.2	3.7	-1.2	1.2	i	7.5
CCOC(=O)C1=C(CNCc2ccc(C)cc2)NC(=O)NC1c1cc(C)ccc1C (configuration not stated)	20.2	-1.5	-0.1	3.8	5.2	0.8	-6.3	i	7.8
CCOC(=O)C(NC(C)=O)(Nc1ccc(S(=O)(=O)Nc2cc(C)nc(C)n2)cc1)C(F)(F)F (configuration not stated)	-3.0	2.2	3.9	-5.1	4.1	1.4	-1.2	i	0.1
CC(C)(C)OC(=O)N1CCC(NC(=O)c2nc[nH]c2C(=O)NCC(=O)OCc2ccccc2)CC1	18.7	1.8	1.4	-2.4	4.9	-9.1	-2.3	i	-1.3
CCNC(=O)N1CCN(C(=O)NCC)CC1	-5.5	0.3	0.2	-5.2	-9.6	-3.0	1.7	i	-3.8
COc1cccc(C(=O)NCCSCc2ccccc2Cl)c1	7.2	1.7	-2.0	12.0	5.6	-8.6	1.4	i	17.1
COC(=O)c1ccc(SCc2ccccc2)nc1	-2.3	6.5	-6.6	16.6	10.8	0.8	1.1	i	-3.6
CCn1c2ccccc2c2cc(/C=N/NC(=O)c3ccccc3C)ccc21	4.1	9.0	1.4	33.9	-6.3	-3.8	-1.0	·	-2.5

The closing six compounds of the part before open the next one:
SMILES	SKN-1 block	CendR NRP1 mod	Rin1 Abl inh	FAS-TE inh	eLon inh	bovine MsrA act	MT1-MMP act inh	Neddyl block	MLLE-PAM2 inh
CCOC(=O)C(NC(C)=O)(Nc1ccc(S(=O)(=O)Nc2cc(C)nc(C)n2)cc1)C(F)(F)F (configuration not stated)	-3.0	2.2	3.9	-5.1	4.1	1.4	-1.2	i	0.1
CC(C)(C)OC(=O)N1CCC(NC(=O)c2nc[nH]c2C(=O)NCC(=O)OCc2ccccc2)CC1	18.7	1.8	1.4	-2.4	4.9	-9.1	-2.3	i	-1.3
CCNC(=O)N1CCN(C(=O)NCC)CC1	-5.5	0.3	0.2	-5.2	-9.6	-3.0	1.7	i	-3.8
COc1cccc(C(=O)NCCSCc2ccccc2Cl)c1	7.2	1.7	-2.0	12.0	5.6	-8.6	1.4	i	17.1
COC(=O)c1ccc(SCc2ccccc2)nc1	-2.3	6.5	-6.6	16.6	10.8	0.8	1.1	i	-3.6
CCn1c2ccccc2c2cc(/C=N/NC(=O)c3ccccc3C)ccc21	4.1	9.0	1.4	33.9	-6.3	-3.8	-1.0	·	-2.5
CCc1n[nH]c(=O)n1Cn1c(CC)n[nH]c1=O	-4.1	-11.1	-0.3	-6.6	1.3	0.6	0.9	i	-7.7
O=C1NCCN1Cc1ccc(F)cc1	-3.9	1.6	1.4	-5.9	-3.6	-3.5	3.5	i	11.4
COc1cccc(/C(O)=C2/C(=O)C(=O)N(CCN3CCOCC3)C2c2cccnc2)c1 (configuration not stated)	-2.2	-59.8	-0.7	-1.8	-0.3	-1.9	-0.1	i	-2.1
O=C(O)/C=C/c1cccc(NC(=O)c2ccc(Cl)cc2)c1	-2.5	-3.5	6.1	-4.3	-0.8	-4.8	-0.2	i	1.2
Cc1oc2cc3oc(=O)c(CC(=O)N[C@H](C(=O)N[C@@H](C(=O)O)c4ccccc4)C(C)C)c(C)c3cc2c1C	9.4	-7.0	-0.1	-2.8	7.5	-6.8	2.2	i	-6.9
Cc1ccc(OCC(=O)N2CCc3ccccc3C2)c(C)c1	8.1	-3.7	-0.7	15.5	9.5	-3.1	-0.4	i	5.1
O=C(CCc1nnc(CCCCc2ccccc2)o1)NCCN1CCOC1=O	1.9	4.4	-1.5	-2.7	-5.5	-3.8	-0.3	i	4.2
Cc1nn(-c2ccccc2)c(C)c1NC(=O)COC(=O)Cc1ccccc1F	-3.3	2.2	4.6	-7.8	3.2	-4.7	-0.3	i	-4.4
Cc1onc(-c2ccccc2)c1C(=O)N1CCCc2ccccc21	12.3	-1.8	2.9	-0.3	-2.0	-4.0	5.6	i	5.1
O=c1[nH]cnc(O)c1C(c1ccc2c(c1)OCO2)c1c(O)nc[nH]c1=O	-7.3	3.4	1.9	-5.9	-8.9	-2.8	-9.3	i	-3.7
CCN1C(=O)[C@H]2[C@@H](c3ccc(C)cc3)N[C@]3(CCCN(Cc4ccc(OC)cc4)C3=O)[C@H]2C1=O	-12.1	-5.1	-1.2	-6.6	1.6	-2.4	2.5	i	-6.3
Cc1ccc(S(=O)(=O)N2C(=O)CCC2C(=O)NCc2ccco2)cc1 (configuration not stated)	-30.4	12.2	-0.8	-4.9	2.5	-10.0	1.2	i	-7.6
COc1cc(NC(=O)COC(C)=O)cc(OC)c1OC	3.2	3.7	-1.8	-5.2	-0.2	-2.3	-11.4	i	-1.8
COc1ccccc1N(C)S(=O)(=O)c1ccc(C(=O)Nc2nccs2)cc1	4.0	11.8	-2.2	5.2	-2.4	-0.6	-2.1	i	2.3
CC(=O)c1cccc(S(=O)(=O)N2CCC(n3nnc4cc(F)ccc43)CC2)c1	13.9	-3.5	4.8	5.7	-2.6	-2.8	0.4	i	1.4
N#C/C(=C/c1ccc(-c2ccc(Br)cc2)o1)C(=O)NC1CCCCC1	14.6	5.9	3.7	30.6	-10.3	2.6	2.1	i	-8.9
Cn1c(N)cc(=O)n(Cc2ccccc2)c1=O	-9.8	-1.1	0.6	-10.0	0.7	-3.1	0.4	i	7.8
C[C@@H](CO)NC(=O)c1ccc2c3n(nc2c1)-c1ccccc1CO3	1.2	2.8	-2.9	-13.1	3.3	-6.6	2.7	i	-6.5
C=CCOc1ccc(/C=C/C(=O)N2CCCN(S(=O)(=O)c3c(C)noc3C)CC2)cc1	0.6	5.5	-1.4	7.2	2.5	-2.3	5.3	i	-16.8
COc1ccc(/C=C2\SC(=O)N(CCNC(=O)C3CC4C=CC3C4)C2=O)cc1 (configuration not stated)	8.1	1.1	3.9	5.2	2.3	-10.0	-1.0	i	0.6
CCCc1cc(=O)oc2c(CN(CC)CC)c(O)c(Cl)cc12	-11.2	-3.5	-5.8	-4.6	-5.8	-10.4	9.5	·	-1.8
CN(C)S(=O)(=O)c1ccc(C(=O)NCCN=C2NS(=O)(=O)c3ccccc32)cc1	4.8	4.7	-0.9	-5.3	-1.5	-2.6	2.6	i	0.1
COc1ccc(/C=C2/C(=O)N(c3ccccc3)N=C2C)cc1Br	7.4	-1.5	6.9	-3.8	-18.9	0.0	6.8	i	29.0
CC1CCN(Cc2c(C(=O)N/N=C/c3ccc(C(F)(F)F)cc3)nnn2-c2nonc2N)CC1	6.4	-11.9	0.4	8.3	5.3	-11.5	-2.6	i	-3.3
COc1ccc(NC(=S)SC)cc1OC	7.2	3.0	0.3	0.0	-4.3	-2.6	2.5	i	25.3
COc1ccc(NC(=O)CC23CC4CC(CC(C4)C2)C3)cn1	4.0	-1.8	2.0	6.3	4.0	-2.9	-3.0	i	4.7
Cc1c(/C(O)=C2/C(=O)C(=O)N(Cc3cccnc3)C2c2ccccn2)cnn1-c1ccccc1 (configuration not stated)	0.6	1.5	1.8	-6.0	-0.6	-4.7	1.4	i	-4.2
CC(Cc1ccccc1)N/C=C1\CC(=O)NC1=O (configuration not stated)	-5.0	0.7	2.1	-6.1	5.3	-5.3	-3.7	i	6.6
